PP1 counter: counter-screen for PP5 inhibitors: inhibitors of human PP1-alpha. 320,000 tested, 0.9% active. purified PP1alpha, OMFP fluorescence. inhibition, % at 6.7 µM. AID 2235;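 active = inhibition above the mean inhibition of all tested compounds plus 3 SD, computed separately for each screening campaign, cut at about 15% in these data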
Target sequence (P62136 whole entry, looked up): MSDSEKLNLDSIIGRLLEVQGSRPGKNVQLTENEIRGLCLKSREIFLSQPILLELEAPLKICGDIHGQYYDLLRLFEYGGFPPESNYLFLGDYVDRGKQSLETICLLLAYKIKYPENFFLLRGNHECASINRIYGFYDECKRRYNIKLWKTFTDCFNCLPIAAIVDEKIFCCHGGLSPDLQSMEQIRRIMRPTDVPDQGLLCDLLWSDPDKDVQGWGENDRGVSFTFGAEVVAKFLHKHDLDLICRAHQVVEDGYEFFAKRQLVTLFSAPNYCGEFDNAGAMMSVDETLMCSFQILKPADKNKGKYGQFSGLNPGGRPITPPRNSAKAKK
PP5 primary: blocks human protein phosphatase 5 activity; P53041; purified PP5c, OMFP substrate fluorescence; inhibition, % at 6.7 µM; 320,000 tested, 0.18% active; AID 1987;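 active = inhibition above the campaign's mean inhibition across all tested compounds plus 3 SD, cut at about 9.5% in these data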;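 also: 0% = DMSO only and 100% = 100 µM cantharidin control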
AHR activator: activates the human aryl hydrocarbon receptor | AHR-responsive luciferase reporter cells, luminescence | activation, % at 5 µM | 320,000 tested, 2.5% active | AID 2796; in the data active = activation above about 47%;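 also: 0% = vehicle wells and 100% = reference agonist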
HCV core dimer: HCV core protein dimerization inhibition; TR-FRET GST/Flag-core106 dimerization, 1536-well; inhibition, % at 5 µM; 300,000 tested, 0.33% active;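 active = inhibition above the mean of all tested compounds plus 3 SD, set per screening campaign, cut at about 45% in these data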
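Material: Tagged HCV core106 pair (GST and Flag) | Amount: GST-core106 13.5 nM, Flag-core106 17 nM | Medium: KF-containing HEPES buffer, pH 7.45, DTT, CHAPS, BSA | Reagent: Eu donor and XL665 acceptor anti-tag antibodies | Schedule: 4 h at 22.5 °C | Technique: Time-resolved FRET, ex 340 nm, em 617 and 671 nm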
TPT1 inhibitor: C. albicans TPT1 enzyme inhibition | 300,000 tested, 0.81% active | inhibition, % at 5 µM | recombinant caTPT1, FP RNA substrate dephosphorylation | AID 1962;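 active = inhibition above the mean of all tested compounds plus 3 SD, set per screening campaign, cut at about 24% in these data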;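 also: plate controls were DMSO alone for no effect and ferristatin control at 100 nM for full effect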
Fh CTSL1 inh: counter-screen for PFM18AAP inhibitors: inhibitors of F. hepatica cathepsin L1; inhibition, % at 5.96 µM; recombinant F. hepatica cathepsin L1, Z-Leu-Arg-MCA fluorescence; 300,000 tested, 0.49% active;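 active = inhibition above the mean of all tested compounds plus 3 SD, set per screening campaign, cut at about 17% in these data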;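 also: 0% = plate median of test compound wells and 100% = 1 µM Z-Phe-Ala-diazomethylketone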
PAFAH2 FP inh: PAFAH2 (human) inhibition | recombinant PAFAH2, FP-rhodamine activity probe, fluorescence polarization | inhibition, % at 3.39 µM | 340,000 tested, 0.99% active;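 active = inhibition above the mean over all tested compounds plus 3 SD, cut at about 30% in these data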;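 also: inhibitors block probe labeling of enzyme so polarization drops; 0% = enzyme with DMSO and 100% = wells lacking PAFAH2 protein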
procasp3 activ: activates human procaspase-3; P42574; activation, % at 8.5 µM; 330,000 tested, 0.11% active; recombinant procaspase-3 D3A, Ac-DEVD-pNA absorbance 405 nm;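 active = activation above the mean of all tested compounds plus 3 SD, cut at about 21% in these data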;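 also: 0% = DMSO alone and 100% = DMSO wells spiked with extra 5 µM PC-3 D3A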
Target sequence (P42574 whole entry D9A/D28A/D175A): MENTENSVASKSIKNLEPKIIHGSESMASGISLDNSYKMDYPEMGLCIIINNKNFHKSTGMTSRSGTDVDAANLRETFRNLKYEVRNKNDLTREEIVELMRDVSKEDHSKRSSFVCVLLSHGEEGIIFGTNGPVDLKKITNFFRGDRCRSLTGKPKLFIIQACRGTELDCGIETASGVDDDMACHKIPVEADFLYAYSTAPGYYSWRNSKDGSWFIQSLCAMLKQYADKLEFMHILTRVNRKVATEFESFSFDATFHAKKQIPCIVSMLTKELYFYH
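assay system = Procaspase-3 D3A mutant | signal = absorbance at 405 nm, 0 and 120 min | times = 1 h preincubation plus 2 h reaction at 25 °C | repeats = single replicate | read-out = % activation between DMSO and enzyme-spiked controls | medium = Zinc-free HEPES saline buffer with Triton X-100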
proCasp7 act: activates human procaspase-7, counter-screen for procaspase-3 activators; activation, % at 8.5 µM; 330,000 tested, 0.093% active; recombinant procaspase-7, Ac-DEVD-pNA absorbance 405 nm; D23A/D198A/D206A triple mutant, cannot self-cleave; scale: DMSO 0, 5 µM enzyme 100; P55210;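 active = percent activation above the screen-wide mean plus 3 SD, cut at about 25% in these data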
Target sequence (P55210 whole entry D23A/D198A/D206A): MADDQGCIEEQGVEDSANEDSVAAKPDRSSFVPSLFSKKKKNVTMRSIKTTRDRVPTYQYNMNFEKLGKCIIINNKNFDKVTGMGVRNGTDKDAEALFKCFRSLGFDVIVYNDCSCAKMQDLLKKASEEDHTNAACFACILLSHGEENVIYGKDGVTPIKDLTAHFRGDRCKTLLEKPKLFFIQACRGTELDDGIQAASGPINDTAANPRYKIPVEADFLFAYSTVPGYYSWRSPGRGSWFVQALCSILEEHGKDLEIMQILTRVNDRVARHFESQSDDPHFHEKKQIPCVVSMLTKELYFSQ
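Assay system – Uncleavable procaspase-7 mutant enzyme · Quantity – 2 µM procaspase-7 mutant as dispensed · Times – 1 h preincubation, 2 h reaction · Dosing – single nominal 8.5 µM compound dose, 0.8% DMSO final · Buffer or medium – Zinc-free 50 mM HEPES buffer, pH 7.4, with NaCl and Triton X-100 · Detection – Epi-absorbance of released pNA at 405 nm, two timepoints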
* marks the source's active call; other numbers are inactive results; / = no result given.

Order of results: PP1 counter	PP5 primary	AHR activator	HCV core dimer	TPT1 inhibitor	Fh CTSL1 inh	PAFAH2 FP inh	procasp3 activ	proCasp7 act
COc1cc(/C=N/Nc2nc(Nc3ccccc3)nc(N3CCOCC3)n2)ccc1OC(=O)c1ccco1
  3.1	2.5	12.2	15.6	-1.5	-6.7	-27.3	8.9	-1.4
Cc1ccc(C(=O)NCC(=O)OCC(=O)Nc2cc(S(=O)(=O)N3CCOCC3)ccc2C)cc1
  -8.4	-0.2	0.5	-1.2	-0.9	-3.1	1.7	-4.0	4.8
N#CC1=C2N=C(N)c3ccccc3N2C2=C(C(=O)CCC2)C1c1ccc(Cl)cc1 (stereo not given)
  14.1	5.9	7.8	0.9	2.0	0.2	16.6	11.0	4.3
O=C(Nc1cccc(F)c1)Nc1ccnn1C1CCN(C(=O)c2ccccn2)CC1
  -2.1	0.9	-1.7	11.8	-2.4	1.6	-2.9	-3.0	-1.2
Cc1noc(C)c1S(=O)(=O)N(CC(=O)NCCc1ccccc1)c1ccc(C(C)C)cc1
  -11.7	3.0	1.7	-11.2	-2.5	4.0	4.3	0.8	-4.0
COc1cccc(/C=C/C(=O)OCC(=O)NCCc2ccccc2)c1
  3.2	-0.3	-1.5	-3.0	-2.9	-3.2	32.4*	11.8	8.9
CN(C)S(=O)(=O)c1ccc2c(c1)/C(=C/c1cc3c([nH]1)CCCC3)C(=O)N2
  -1.7	-0.9	-3.1	-10.1	153.1*	11.0	-80.6	-5.8	-16.8
C/C(Cl)=C/Cc1c(C)[nH]c2ccc(C)cc2c1=O
  -5.0	-1.0	12.7	4.1	-0.5	0.2	0.9	7.7	14.7
O=C1/C(=N\S(=O)(=O)c2cccs2)C([n+]2ccccc2)=C([O-])c2ccccc21
  -2.0	3.0	-1.9	-27.6	0.9	25.5*	16.9	0.7	2.6
COC(=O)c1ccc(Oc2nc(C)cc(Oc3ccccc3)n2)cc1
  -1.2	0.2	1.4	2.5	2.2	0.2	2.5	2.4	6.4
Nc1nc(Nc2cccc(Cl)c2)nc(NCCO)c1[N+](=O)[O-]
  -0.7	-1.0	16.4	-0.1	-0.5	-2.4	1.8	8.8	1.6
Cn1cnc(S(=O)(=O)NC2CCN(Cc3c(F)cccc3Cl)CC2)c1
  -3.1	0.0	2.1	-9.2	-3.6	-0.6	-0.8	8.1	4.8
CCOCCCNC(=O)C1CCN(S(=O)(=O)N2CC(C)CC(C)C2)CC1 (stereo not given)
  -1.5	0.5	0.8	-1.8	-0.4	2.9	-0.2	0.5	-14.6
COC(=O)C1=C(N)N(c2ccc(F)cc2)C2=C(C(=O)CCC2)C1c1ccc2c(c1)OCO2 (stereo not given)
  3.3	0.3	7.8	5.9	-6.6	-1.1	2.7	-6.1	-0.8
O=C(CSCC(=O)N1CCOCC1)Nc1nc(-c2ccccc2)cs1
  -2.3	-1.5	8.8	0.3	-0.2	2.2	5.1	-0.8	-0.5
O=C(COc1ccc(Cl)cc1Cl)Nc1ccc(C(=O)Nc2ccccc2C(=O)O)cc1
  1.1	-0.6	3.8	2.1	-1.2	5.3	-33.8	0.8	-5.7
COc1cc2c(cc1OC)C(C(=O)Nc1ccccn1)C(c1cccnc1)N(C)C2=O (stereo not given)
  -4.8	-0.3	-0.7	0.1	-0.1	-2.6	-6.1	8.8	10.4
Cc1cc(F)ccc1S(=O)(=O)NCC1CC2CCC1C2 (stereo not given)
  -1.2	3.3	12.6	-11.9	-4.7	-0.2	-2.8	2.8	8.7
CCOc1ccccc1CNS(=O)(=O)c1cnc[nH]1
  -3.9	0.6	2.6	2.5	1.9	-0.7	-0.2	-6.5	4.9
NC(=O)N/N=C/c1ccccc1OCc1cccc2ccccc12
  1.9	2.0	18.0	-1.1	-5.3	7.3	-5.5	3.9	16.5
CCOCc1nnc(NC(=O)CCC2CCCCC2)s1
  1.5	3.9	1.6	-1.6	-0.1	0.5	3.1	7.3	0.6
CCC(C)C(NC(=O)C1CCC(C)CC1)C(=O)NCc1ccco1 (stereo not given)
  3.1	4.0	2.3	-5.0	-1.8	5.8	2.4	-6.2	4.1
CCOc1ccccc1NS(=O)(=O)c1ccc2c(c1)n(C)c(=O)c(=O)n2C
  -3.3	1.2	0.3	-9.3	-1.4	1.9	0.6	-1.5	-5.6
O=C(Nc1ccccc1)N1CCC(C(=O)N2CCN(c3ccccc3F)CC2)CC1
  -3.5	0.4	-2.8	-0.5	-1.1	-0.7	-4.0	-2.5	-0.7
CN(C)c1ccc(CNC(=O)CN(C)S(=O)(=O)c2cccc3cccnc23)cc1
  -3.9	1.5	3.0	3.5	2.1	-2.9	6.3	1.1	5.8
CC1CCC(NC(=O)CN2C(=O)c3ccccc3S2(=O)=O)CC1 (stereo not given)
  /	/	0.3	/	/	/	-3.2	9.7	3.5
Cc1onc(-c2ccccc2)c1C(=O)N/N=C/c1ccco1
  -0.2	0.8	0.5	1.5	1.5	1.4	-5.3	2.9	4.3
COC(=O)C1CC(c2c(OC)cc(OC)cc2OC)=NO1 (stereo not given)
  -3.3	-1.5	2.0	6.6	-4.4	-1.3	0.8	-3.0	10.2
Cc1ccc(S(=O)(=O)N2CCCCC2C)cc1[N+](=O)[O-] (stereo not given)
  3.6	1.4	2.4	1.9	-0.5	3.2	-4.7	10.4	-1.5
Cc1ccc2nc(Cl)c(/C=C/C(=O)c3ccco3)cc2c1
  -2.3	-1.4	-0.7	7.2	-0.2	-2.1	-2.9	-3.2	1.9
COc1ccc(NC(=O)c2csc3c2CCCCC3)c(OC)c1
  -1.1	4.0	24.4	-0.5	-3.1	-1.4	-10.2	10.0	5.2
CCOc1ccc(S(=O)(=O)Nc2cc(Sc3ncn[nH]3)c3oc(=O)sc3c2)cc1
  15.8*	0.8	8.5	-4.4	5.8	-4.8	/	-26.0	-30.5
O=C(Nc1cccc2cccnc12)c1cccc(N2C(=O)CCC2=O)c1
  -1.6	-1.2	-2.0	-0.7	4.6	0.0	-1.9	-1.6	8.6
CN1CCc2c(sc3c2C(=O)NC(c2cccc(OC(=O)c4cccs4)c2)N3)C1 (stereo not given)
  1.7	1.8	28.8	16.9	98.6*	-21.3	12.5	-8.1	-10.7
Cc1occc1C(=O)N/N=C/c1c(O)ccc2ccccc12
  8.1	2.9	38.1	-7.0	2.0	3.7	17.9	-26.1	-61.8
Cn1c(CC(=O)Nc2ccc(F)cc2)c(Sc2ccccc2)c2ccccc21
  1.6	1.8	22.3	5.1	-1.1	2.0	6.2	5.4	-0.9
Nc1nc(Cl)cc(Sc2ccc(F)cc2)n1
  -0.6	3.8	4.8	-6.7	3.8	4.6	3.0	0.8	6.0
Cn1cc(CCC(=O)N2CCCC(CCC(=O)NCc3ccc(F)c(F)c3)C2)cn1 (stereo not given)
  1.8	-0.2	5.0	-6.2	-3.3	-6.8	-0.5	2.9	-0.2
COc1ccc(-n2c(=O)c(CCC(=O)NCCc3ccccc3F)nc3ccccc32)cc1
  -0.6	-0.5	-2.1	/	/	/	-39.5	1.6	10.6
COc1ccc(-c2c(C)nc3c(-c4ccsc4)cnn3c2N)cc1
  0.1	1.4	16.3	-7.5	-2.4	-7.8	2.1	7.1	0.1
CC(C)c1ccc(NC(=O)/C(C#N)=C/c2ccncc2)cc1
  -5.3	1.6	24.1	3.6	1.4	1.4	7.9	-1.2	-11.3
CCCCC(=O)Nc1ccc(N2CCCC2)cc1
  7.5	0.2	-0.3	5.5	11.8	-0.8	9.2	2.4	2.5
CCc1ccc2[nH]c(=O)c(CN(Cc3nnnn3C3CCCC3)C3CCCCC3)cc2c1
  2.7	3.2	5.8	5.7	-1.1	5.2	1.6	-3.3	8.5
O=C(CNc1ccccc1)N/N=C/c1ccc([N+](=O)[O-])o1
  -3.5	-2.2	14.6	-0.5	-3.6	2.1	1.6	2.1	-2.2
COC(=O)C1=C(C)NC(=O)/C1=C\c1cc(C)n(-c2ccc(F)cc2)c1C
  1.9	4.8	27.5	-7.5	-1.2	-1.4	5.2	-2.1	-6.1
COc1ccc(S(=O)(=O)N2CCCC(C(=O)O)C2)cc1Cl (stereo not given)
  -0.6	2.5	1.3	-8.3	0.2	9.1	7.6	-0.6	-3.5
COc1ccc(C(=O)NCc2csc(C)n2)cc1OC1CCN(C(C)=O)CC1
  -3.8	0.6	-1.9	0.7	-1.3	0.6	-1.1	-3.9	11.5
CCOC(=O)c1ccc(NC(=O)C2(c3ccccc3)CCCC2)cc1
  -1.5	6.1	-4.1	-1.1	-2.7	2.4	-1.7	3.0	-1.4
CCOC(=O)c1cc2c(ccn2-c2ccc(F)cc2)n1CC(=O)N1CCN(C(=O)c2ccco2)CC1
  0.6	1.8	7.0	15.7	-1.8	4.0	7.7	-8.8	2.0
CCONC(=O)Nc1ccccc1
  0.6	3.4	1.6	-0.1	1.1	1.5	3.0	-1.0	-1.5
CCNC(=S)N/N=C/c1ccc(OCCOc2ccccc2C)cc1
  -1.9	0.1	2.5	0.6	0.2	1.6	0.7	-3.8	2.1
COc1ccc(NS(=O)(=O)c2ccc(S(=O)(=O)N(C)C)cc2)cc1S(N)(=O)=O
  2.4	-1.2	1.0	-4.4	-1.4	2.0	-0.8	-3.0	10.8
Cc1ccc(NC(=O)CN(C)C(C)C(=O)N2CC(C)CC(C)C2)cc1 (stereo not given)
  -3.1	4.1	3.8	/	/	/	4.6	5.0	-3.5
O=C(Nc1ccc(F)c(Cl)c1)C1CCN(S(=O)(=O)c2cccnc2)CC1
  -4.2	-0.3	-1.3	4.3	-2.7	-0.8	-7.0	7.8	4.3
O=C(O)c1ccc(N/N=C/c2cccc(F)c2)cc1
  0.5	-0.8	19.4	-6.6	0.4	4.8	-3.0	-7.2	-3.3
Cc1ccc(-n2ncc(N(C)C)c(Cl)c2=O)cc1
  -2.1	0.5	-9.0	-9.5	1.1	3.2	6.8	5.9	0.9
CC(=O)Nc1c2c(nn1-c1ccccc1C)CSC2
  -3.2	0.4	-0.1	-3.7	1.9	0.9	11.0	-1.3	18.8
COc1ccc(-n2ncc3c2CC(C)(C)CC3NC(=O)CSc2ccccn2)cc1 (stereo not given)
  -1.9	-1.2	5.1	0.7	0.6	-0.2	4.6	2.2	-8.7
CC(=O)Nc1cccc(Oc2nc(C)cc(C)c2C#N)c1
  -2.2	0.9	-1.0	-0.1	1.3	1.9	-6.6	-3.5	-4.5

Profiles from above. Values in the order: PP1 counter, PP5 primary, AHR activator, HCV core dimer, TPT1 inhibitor, Fh CTSL1 inh, PAFAH2 FP inh, procasp3 activ, proCasp7 act
`O=C(Nc1cccc(F)c1)Nc1ccnn1C1CCN(C(=O)c2ccccn2)CC1` in the list: -2.1, 0.9, -1.7, 11.8, -2.4, 1.6, -2.9, -3.0, -1.2
`Cc1occc1C(=O)N/N=C/c1c(O)ccc2ccccc12` in the list: 8.1, 2.9, 38.1, -7.0, 2.0, 3.7, 17.9, -26.1, -61.8
